Bioassay records: PubChem, National Center for Advancing Translational Sciences (NCATS)
USP2a block – USP2a (human) protease inhibition | USP2 core, Ub-CHOP2 coupled fluorogenic reporter, 485/531 | Potency, µM (series often up to 38.3 µM), without a hit: top-dose activity change, negative = inhibition, actives largely listed as inhibitors | 330,000 tested, 0.01% active | AID 463254;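 further: potency means the concentration at half of the fitted maximal effect; plate controls were DMSO wells for no effect and full inhibition by NEM control for full effect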
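Cell-free coupled assay: 10nM USP2 core preincubated 30min RT with compound in Tris-HCl pH 8.0/CaCl2/CHAPS buffer, then 25nM Ub-CHOP2 and 25nM reporter substrate; fluorescence (Ex 485/Em 531) read after 60min RT, normalized to NEM inhibition, concentration-response curves fitted.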
Mito fusion act – inhibitors of mitochondrial division or activators of mitochondrial fusion | 320,000 tested, 0.23% active | S. cerevisiae fusion-defective mutant growth rescue, CellTiterGlo 48 h | Potency, µM (series often up to 46.1 µM), inactives show at the highest dose growth rescue (activation), hits mostly activators;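 further: potency means the concentration at half of the fitted maximal effect; % of control where 0% means no effect; nearly all actives have a fitted effect of over 45% in size; temperature-sensitive fusion mutants such as fzo1-1 at 37 °C on non-fermentable ethanol glycerol medium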
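Read-out: ATP-based luminescence (CellTiterGlo, 10 min ambient) reporting growth of fusion-defective ts yeast after 48 hours at 37C on glycerol/ethanol YPEG medium in the presence of compound.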
TSHR antag – blocks TSH signaling through the human TSH receptor. P16473. TSHR-expressing cells, TSH-stimulated cAMP HTRF, 2 h; stronger effect = lower value. activity change, negative = inhibition, % at 11.5 µM. 330,000 tested, 0.2% active;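 active means activity change below a set negative limit, meaning inhibition stronger than a set level, cut at about -70% in these data; inconclusive means activity change between two set negative limits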; further: on the % scale 0 is the no-effect control and ±100 the full control effect
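TSHR-expressing cells were treated with compounds, then stimulated with TSH at EC80 (4nM final) for 2 hours at 37 deg C. Cellular cAMP was measured by HTRF competition between lysate cAMP and cAMP-d2 for a cryptate-labelled anti-cAMP antibody.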
Chronic BCR inh – inhibitors of chronic active B-cell receptor signaling; ABC-DLBCL IkBa-CBG/CBR reporter, luminescence ratio, 4 h; Potency, µM (series often up to 46.1 µM), without a hit: at the top dose ratio change, negative = lower green/red ratio, hits mostly inhibitors; 340,000 tested, 0.05% active; AID 493014; active means well fitted inhibition curve with a large enough effect in the signal ratio, with a control signal flat, not every such curve was filed as active; inconclusive means small, poorly fitted or top-dose-only effect, or effect the other way, or a change in a side signal; the % refers to the signal ratio;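 further: potency means the concentration at half of the fitted maximal effect; plate controls were basal doxycycline-induced cells for no effect and cells given 10 µM MG132 for full effect; MG132 reads +100%, hits lower the ratio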
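TMD8 ABC-DLBCL cells carrying doxycycline-inducible green luciferase fused to IkappaBalpha plus unfused red luciferase were exposed to compounds (up to 46 uM) for 4 hrs at 37C. Activity came from the overlap-corrected green/red luminescence ratio.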
GALK inh – galactokinase (human) inhibition; P51570; Purified GALK, Kinase-Glo residual ATP luminescence; Potency, µM (highest dose often 57.5 µM), inactives show at the top dose activity change, negative = inhibition, hits mostly inhibitors; 270,000 tested, 0.007% active; AID 1868; further: potency means the concentration at half of the fitted maximal effect; on the % scale 0 is the no-effect control and ±100 the full control effect
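Human GALK (5 nM) with 35 uM ATP and 100 uM galactose in 20 mM HEPES pH 8.0, 5 mM MgCl2, 60 mM NaCl, 1 mM DTT, 0.01% BSA. After 1 h at room temperature, leftover ATP was read by Kinase-Glo Plus luminescence.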
MBNL1 CUG block – MBNL1-poly(CUG) RNA binding inhibition; TR-FRET MBNL1-His/biotin-(CUG)12 binding, 665/545 ratio; Q9NR56; Potency, µM (series often up to 57.5 µM), for inactives: at the top dose activity change, negative = inhibition, most hits filed as inhibitors; AID 2675; 280,000 tested, 0.036% active; active means well fitted inhibition curve with a large enough effect in the signal ratio, with a control signal flat, not every such curve was filed as active; inconclusive means small, poorly fitted or top-dose-only effect, or effect the other way, or a change in a side signal; inactive means no such curve, though single readings can be large or run the other way; the % refers to the signal ratio; further: potency means the concentration at half of the fitted maximal effect; on the % scale 0 is the no-effect control and ±100 the full control effect
Target sequence (Q9NR56 whole entry, looked up): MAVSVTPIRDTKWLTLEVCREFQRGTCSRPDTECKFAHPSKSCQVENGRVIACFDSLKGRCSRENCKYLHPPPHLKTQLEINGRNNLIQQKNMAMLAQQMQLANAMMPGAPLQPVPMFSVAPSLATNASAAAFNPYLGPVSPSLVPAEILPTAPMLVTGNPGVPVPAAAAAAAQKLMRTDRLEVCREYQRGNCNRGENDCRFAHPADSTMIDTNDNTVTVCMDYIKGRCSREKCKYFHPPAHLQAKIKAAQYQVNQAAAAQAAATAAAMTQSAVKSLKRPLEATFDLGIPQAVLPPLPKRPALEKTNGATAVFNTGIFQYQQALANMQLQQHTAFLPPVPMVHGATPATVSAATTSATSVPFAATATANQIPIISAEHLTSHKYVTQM
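Inhibition of protein-RNA binding appears as loss of TR-FRET between terbium anti-His antibody on MBNL1-His and streptavidin-XL665 on biotin-(CUG)12. Activity is normalized to buffer-only and uninhibited-complex controls.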
KCNH2 WT inh – KCNH2 (human, wildtype) channel inhibition | U2OS, BacMam KCNH2, thallium flux FluxOr; stronger effect = lower value | activity change, % at 1.84 µM | 340,000 tested, 0.37% active | AID 720551;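 active means maximum activity change below -70%; inconclusive means maximum activity change between -70% and -50%; inactive means maximum activity change above -50%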; further: on the % scale 0 is the no-effect control and ±100 the full control effect
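U2OS cells transduced with wild-type KCNH2 virus are loaded with FluxOr dye for 45 min, and thallium flux is measured in kinetic reads before and after stimulation buffer. Rate constants are normalized to DMSO controls.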
Eya2 inh – Eya2 (human) phosphatase inhibition. recombinant Eya2, OMFP fluorescence dephosphorylation (OMFP is methylfluorescein phosphate). Potency, µM (series often up to 76.9 µM), for inactives: at the top dose activity, negative = inhibition, usual class: inhibitors. 330,000 tested, 0.006% active. AID 488837; further: potency means the concentration at half of the fitted maximal effect; on the % scale 0 is the no-effect control and ±100 the full control effect
Target sequence (O00167 whole entry, looked up): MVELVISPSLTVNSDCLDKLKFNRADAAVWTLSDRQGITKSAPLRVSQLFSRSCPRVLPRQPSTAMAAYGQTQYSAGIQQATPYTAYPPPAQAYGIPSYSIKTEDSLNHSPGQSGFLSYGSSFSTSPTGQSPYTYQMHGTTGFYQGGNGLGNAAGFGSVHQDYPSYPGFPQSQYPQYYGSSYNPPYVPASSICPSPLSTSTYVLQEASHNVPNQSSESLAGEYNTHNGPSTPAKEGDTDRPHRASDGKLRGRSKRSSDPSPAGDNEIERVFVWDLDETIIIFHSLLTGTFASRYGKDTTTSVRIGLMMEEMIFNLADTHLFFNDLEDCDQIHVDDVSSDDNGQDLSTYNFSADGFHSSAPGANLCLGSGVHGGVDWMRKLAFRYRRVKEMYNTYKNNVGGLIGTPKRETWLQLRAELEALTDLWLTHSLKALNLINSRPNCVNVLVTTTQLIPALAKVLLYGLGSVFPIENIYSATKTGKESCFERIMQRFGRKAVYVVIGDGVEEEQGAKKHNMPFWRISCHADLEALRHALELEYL
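Eya2 protein (added as 0.2 uM solution) was preincubated with compound for 10 min at ambient temperature in 50 mM HEPES pH 7.5, 50 mM NaCl, 5 uM MgCl2, 0.05% BSA, 1 mM DTT. OMFP (added at 50 uM) then reacted 10 min; fluorescence read at 485/525 nm.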
PKM2 act – increases activity of human pyruvate kinase M2; P14618; purified PKM2, Kinase-Glo ATP luminescence, activation; response scale: 0% is enzyme alone, no compound; Potency, µM (top dose mostly 57.5 µM), for the others: at the highest dose activation, usual class: activators; 260,000 tested, 0.34% active; AID 1631; further: potency means the concentration at half of the fitted maximal effect; on the % scale 0 is the no-effect control and ±100 the full control effect; nearly all actives have a fitted effect of over 55% in size
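Kinase-Glo luminescence reports ATP generated from ADP (0.1 mM) and PEP (0.5 mM) by purified hPK-M2 after 1 h at room temperature, pH 7.2 imidazole buffer; intermediate enzyme activity allows detecting inhibitors and activators.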
Menin MLL FP TR – displaces Texas Red mutant MLL peptide from human menin | O00255 | Potency, µM (highest dose often 61.6 µM), for inactives: top-dose FP activity change, negative = inhibition, hits mostly inhibitors | AID 1768 | 270,000 tested, 0.23% active | Menin + Texas Red MLL mutant peptide, fluorescence polarization; active means well fitted inhibition curve with a large enough effect in the polarisation, with a control signal flat, not every such curve was filed as active; inconclusive means small, poorly fitted or top-dose-only effect, or effect the other way, or a change in a side signal; inactive means no such curve, though single readings can be large or run the other way; the % refers to the polarisation; further: potency means the concentration at half of the fitted maximal effect; % of control where 0% means no effect; many of its hits are not listed in these tables
S-ASM inh – inhibitors of human secretory acid sphingomyelinase; P17405; 340,000 tested, 0.006% active; AID 504937; placental ASM, HMU-PC fluorogenic substrate, 60 min; Potency, µM (top dose mostly 57.5 µM), for inactives: at the highest dose activity change, negative = inhibition, hits mostly inhibitors; further: potency means the concentration at half of the fitted maximal effect
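Fluorescence read-out (Ex 386 nm, Em 447 nm) after stopping the reaction at pH 10. Enzyme: ASM from human placenta; substrate HMU-PC0, 9 uM final; 60 min, 37 °C. Compound preincubation 10 min, ambient temperature.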
* marks the source's active call; other numbers are inactive results; i = inactive; ? = inconclusive; nt = not tested or not shown; & = joins results of further samples; [ ] = dose if it differs, or a comment. Unless noted, the call rests on the fitted dose curve; in most records, active means well fitted curve in the direction sought with a large enough effect; inconclusive means small, poorly fitted or top-dose-only effect, or another doubt; inactive means no such curve, though single readings can be large; an effect the other way counts as inactive or inconclusive. Not all compounds are listed (hit frequency here may not be typical).

Values run as follows: USP2a block, Mito fusion act, TSHR antag, Chronic BCR inh, GALK inh, MBNL1 CUG block, KCNH2 WT inh, Eya2 inh, PKM2 act, Menin MLL FP TR, S-ASM inh
> CC(=O)NC(CC(=O)N(C)Cc1cccc(Cl)c1Cl)c1ccccc1 (stereo not drawn)
    1%, 21%, 3, ?, -1%, -8%, -10, 6%, -4%, -18%, 4%
> CCOc1ccccc1C(=O)Nc1nnc(COC)s1
    -8%, 1%, -29, ?, 4%, ?, 12, -35%, -22%, ?, -1%
> CCc1ccccc1NC(=O)COc1cccc2ccc(C)nc12
    1%, 4%, 3, 1%, 1%, 4%, -7, 7%, 0%, 1%, 0%
> O=C(O)CC1Oc2ccc(Cl)cc2NC1=O (stereo not drawn)
    1%, -2%, -4, 11%, -1%, -1%, -4, 1%, 1%, 11%, 3%
> Cc1cccc(-c2nnc(-c3cccc(NC(=O)Cc4cccs4)c3)o2)c1
    1%, -2%, -7, ?, nt, 1%, -2, -8%, 7%, ?, -25%
> COc1ccccc1/C=C/C(=O)NC(=S)Nc1ccc(S(=O)(=O)N(C)c2ccccc2)cc1
    1%, 1%, 12, ?, 0%, 5%, 9, 2%, -1%, nt, -5%
> COc1ccc(CNC(=O)[C@@H](NC(=O)C2CCN(S(=O)(=O)c3ccc(C)cc3)CC2)C(C)C)cc1OC
    6%, 1%, -4, 2%, -1%, 1%, -12, 1%, nt, nt, 6%
> O=C(COC(=O)COc1ccc2c(c1)CCC2)Nc1ccccc1C(F)(F)F
    2%, nt, nt, 0%, nt, nt, -6, 0%, nt, nt, 1%
> CCC(C)(C)n1nnnc1CN1CCc2ccccc21
    4%, 0%, 5, ?, -2%, -1%, 2, -8%, 1%, nt, -2%
> CC(=O)c1cccc(NC(=O)c2cc(=O)[nH]c3ccc(S(=O)(=O)N4CCOCC4)cc23)c1
    0%, nt, -7, 1%, nt, nt, 1, -10%, nt, nt, 6%
> CCn1c(Oc2cccc(Br)c2)nc2c1c(=O)n(C)c(=O)n2C
    0%, 2%, 12, -2%, 7%, -3%, 1, -4%, -3%[11.5 µM], -25%, -1%
> COc1ccc(S(=O)(=O)N(C)C[C@H]2Oc3ccc(NC(=O)Nc4ccccc4)cc3C(=O)N([C@H](C)CO)C[C@@H]2C)cc1
    1%, nt, 8, 0%, nt, nt, -5, -17%, nt, nt, -12%
> CN(C)S(=O)(=O)c1cccc(NC(=S)Nc2ccc(Cl)cc2Cl)c1
    1%, -6%, 25, 20%, 0%, 3%, 3, -2%, 2%, ?, -1%
> O=C(CCC1CCCCC1)NC1CCCCC1
    10%, nt, nt, -8%, nt, nt, -9, -14%, nt, nt, 1%
> CCCC(C)c1nnc(NC(=O)C2CC(=O)N(c3ccc(OCC)cc3)C2)s1 (stereo not drawn)
    -2%, -9%, -3, -6%, 5%, -1%, -2, ?, nt, -1%, -4%
> Cc1cc(OCC(=O)N2CCN(c3ccccn3)CC2)cc(C)c1Br
    -1%, 26%, -9, -7%, 2%, 1%, 0, -16%, -4%, -13%, -1%
> NC(=O)C1CCN(C(=O)N2c3ccccc3Sc3ccccc32)CC1
    1%, -2%, 0, -17%, 4%, -6%, 11, 8%, -2%, 1%, 2%
> CCOC(=O)c1c(NC(=O)CSc2nc3c(c(=O)n(C)c(=O)n3C)n2CC)sc(C)c1C
    -3%, -1%, 6, -13%, 1%, -3%, 5, 17%, -3%, 0%, 1%
> CCN1CNC(=S)N(c2cc(C)ccc2C)C1
    -1%, -5%, 10, 2%, 1%, 7%, -5, 5%, -3%, -7%, 11%
> CN(c1ccccc1)S(=O)(=O)c1cccc(C(=O)NCCc2ccc(O)c(O)c2)c1
    1%, -2%, -4, ?, -1%, -3%, -4, -7%, 1.4µM*, ?, 2%
> CCN(CC)CCOC(=O)c1ccc(NC(=O)COc2cc(=O)n(CC)c3ccccc23)cc1
    3%, -8%, -14, ?, -2%, -5%, -5, 10%, 3%, 14%, -6%
> CCCCSCCCNC(=S)Nc1ccccc1C
    -5%, 7%, -5, -14%, -1%, -1%, 9, -3%, -9%, -11%, -4%
> O=C(NC1CCCC1)C(c1ccccc1)N(C(=O)c1ccno1)c1cccnc1 (stereo not drawn)
    0%, 0%, -2, 2%, 3%, 0%, 2, -3%[15.4 µM], -17%, 1%, 7%
> COC(=O)C1=C(C)N(Cc2ccccc2)C(=NCC(C)C)N[C@H]1c1cccc(F)c1
    1%&1%, -19%, 1&-3, ?, nt, 4%, 37, -21%&1%, 0%, -18%, -5%
> COc1ccc(NC(=O)c2nc[nH]c2C(=O)N2CCN(C(=O)OC(C)(C)C)CC2)cc1
    0%, -3%, -1, -8%, -1%, -5%, 5, 1%, -4%, nt, 2%
> NC(=O)NC(=O)COC(=O)c1ccccc1OCc1ccc(F)cc1
    9%, 1%, -3, ?, -2%, 3%, 6, -17%, 1%, nt, 1%
> Cc1cc2nc3c(nc2cc1C)C1(C(=O)O)CCC3(C)C1(C)C (stereo not drawn)
    1%, 0%, 57, 19%, -4%, -4%, -11, -27%, -1%, 25%, 3%
> NC(=O)C1CCN(CC(=O)Nc2ccccc2Sc2ccc(Cl)cc2)CC1
    -2%, 1%, 18, ?, 0%, -12%, 5, -5%, -2%, -8%, 2%
> Nc1nc(CN2CCOCC2)cs1
    0%, -1%, 2, ?, -2%, 0%, 12, 12%, -5%, nt, -2%
> CCOc1cccc(CNc2nnnn2C)c1
    1%, 1%, -7, 3%, 5%, -4%, -2, -1%, -6%, -19%, 7%
> CCc1ccc(C2=NN(S(C)(=O)=O)C(c3cccs3)C2)cc1 (stereo not drawn)
    -2%, 5%, 16, 16%, -1%, 6%, -12, 1%, -28%, 2%, -3%
> COc1ccc(O)c(/C=N/Nc2nc3ccccc3[nH]2)c1
    12%, -6%, -18, ?, -1%, ?, i, 4%, 0%, ?, 0%
> O=S(=O)(c1cccc2cnccc12)N1CCNCC1
    1%, -3%, 6, -4%, nt, nt, -28, -3%, nt, -4%[24.8 µM], -7%
> Cc1cc(S(=O)(=O)N2CCCOC2CNC(=O)C(=O)NCCCN2CCOCC2)ccc1F (stereo not drawn)
    -1%, 1%, 21, 0%, 4%, -3%, -12, 12%, -1%, nt, 3%
> CC(=O)Nc1ccccc1C(=O)C(=O)Nc1cccc(C(=O)NCc2ccccc2)c1
    2%, -4%, -5, 3%, -1%, 19%, -3, 3%, 2%, 4%, -2%
> O=C(/C=C/c1ccccc1)NNC(=O)c1ccco1
    0%, -2%, -1, ?, 8%, 10%, -12, 3%, 9%, 8%, -2%
> CCCCn1c(Nc2ccc(OC)cc2)nc2ccccc21
    -2%, -13%, 12, 0%, 10%, -2%, 5, -1%, 3%[11.5 µM], -18%, 6%
> COc1cccc(C2=CC(c3cccc(OC)c3OC)n3nnnc3N2)c1 (stereo not drawn)
    1%, 9%, 6, -19%, -1%, ?, 1, -4%, -17%, -16%, 16%
> O=C(O)c1ccccc1S(=O)(=O)NCC(O)COC1CCCCC1 (stereo not drawn)
    -1%, 4%, -2, 1%, 6%, 12%, -17, -17%, -2%, 3%, 4%
> O=C(NCc1ccccc1Cl)C1(S(=O)(=O)c2ccc(Cl)cc2)CC1
    -1%, 24%, 7, -2%, -1%, -3%, -1, 0%, nt, 1%, 0%
> Cn1c(=O)c2c(-c3ccc(C(C)(C)C)cc3)n(CC3CCCO3)cc2n(C)c1=O (stereo not drawn)
    3%, 3%, -10, 2%, -2%, 0%, -4, -13%, 0%, -22%, -1%
> CCOC(=O)c1c(NC(=O)CN2C(=O)NC3(CCCCC3C)C2=O)sc(C)c1C (stereo not drawn)
    3%, ?, 1, ?, 1%, 6%, -3, -3%, 10%, -3%, -2%
